# Compound activity: PubChem, several laboratories
# Keap1 Nrf2 FP: Keap1-Nrf2 (human) interaction inhibition. Q14145. AID 504523. 340,000 compounds, 0.15% hits. inhibition, % at 9.4 µM. Keap1 Kelch-Nrf2 peptide fluorescence polarization, 1536-well; in the data active = inhibition above about 12%;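 note: human Keap1 Kelch domain with fluorescein labeled Nrf2 9mer peptide probe; 0% = neutral control wells and 100% = peptide positive control; higher means more block of Keap1 binding to Nrf2 peptide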
# Target sequence (Q14145 whole entry, looked up, the tested form may be a part): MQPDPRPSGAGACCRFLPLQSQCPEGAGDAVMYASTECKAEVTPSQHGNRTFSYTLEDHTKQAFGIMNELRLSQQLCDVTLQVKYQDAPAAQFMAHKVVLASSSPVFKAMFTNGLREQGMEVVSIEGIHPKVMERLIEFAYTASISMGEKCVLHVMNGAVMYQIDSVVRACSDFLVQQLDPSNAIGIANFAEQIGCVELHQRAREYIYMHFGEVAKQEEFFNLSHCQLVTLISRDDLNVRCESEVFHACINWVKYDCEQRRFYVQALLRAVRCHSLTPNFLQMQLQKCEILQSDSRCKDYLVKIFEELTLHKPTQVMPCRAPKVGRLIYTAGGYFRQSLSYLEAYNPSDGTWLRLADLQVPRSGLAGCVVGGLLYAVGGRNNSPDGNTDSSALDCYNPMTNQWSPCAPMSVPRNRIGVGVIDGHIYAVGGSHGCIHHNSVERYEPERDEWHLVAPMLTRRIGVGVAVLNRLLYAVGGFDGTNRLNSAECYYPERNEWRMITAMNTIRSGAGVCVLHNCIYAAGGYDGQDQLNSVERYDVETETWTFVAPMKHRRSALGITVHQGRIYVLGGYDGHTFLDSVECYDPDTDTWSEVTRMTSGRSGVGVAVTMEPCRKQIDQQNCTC
# NSD2 HMT inh: inhibitors of human histone methyltransferase NSD2; inhibition, % at 12.5 µM; AID 743445; 310,000 compounds, 0.54% hits; O96028; NSD2 peptide methylation, AlphaScreen, 120 min; in the data active = inhibition above about 50%
# CAL PDZ FP-1: blocks peptide binding to the human CAL PDZ domain. Q9HD26. purified CAL PDZ, TMR-peptide fluorescence polarization, 1 h. AID 602252. inhibition, % at 24.9 µM. 300,000 compounds, 0.92% hits;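 active = mean inhibition of at least 30% with at least half of replicates also reaching 30%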;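 note: 0% = DMSO neutral control and 100% = excess unlabeled competitor peptide PRC23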
# DAGLB inhibitor: diacylglycerol lipase beta (human) inhibition | AID 504411 | inhibition, % at 5.17 µM | 340,000 compounds, 0.059% hits | HEK293T DAGLB membrane lysate, EnzChek fluorogenic substrate | Q8NCG7; in the data active = inhibition above about 34%;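 note: 0% = enzyme with vehicle and 100% = wells lacking enzyme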
# V-ATPase pH: regulators of yeast V-ATPase proton transport; S. cerevisiae, pHLuorin cytosolic pH fluorescence; response, % at 10 µM; 350,000 compounds, 0.37% hits; AID 504577; in the data active = response mostly above about 7.3%, no sharp cut-off; inactive = mostly below about 5.4%; note: actives read high; inactives centre near 0; some compounds called inactive have numbers as strong as hits
# CAL PDZ FP-2: human CAL PDZ-peptide interaction inhibition; Q9HD26; AID 504414; 330,000 compounds, 0.02% hits; inhibition, % at 20 µM; purified CAL PDZ, TMR-peptide fluorescence polarization, 1 h;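 active = highest replicate inhibition of at least 40%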;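 note: plate controls were DMSO neutral control wells for no effect and unlabeled competitor peptide control wells for full effect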
#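 Control set: unlabelled peptide and DMSO controls / Material: purified CerCALP PDZ construct / Timing: 1 h incubation at room temperature before polarization reading / Doses: 20 µM, one dose / Detection: fluorescence polarization (mP)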
# C-LANA FP: KSHV C-LANA DNA binding inhibition | MBP-C-LANA/FAM-LBS DNA binding, fluorescence polarization | inhibition, % at 9 µM | 340,000 compounds, 0.078% hits;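 active = highest replicate inhibition at or above 60% at 9 µM, even if other replicates fall short; inactive = all replicates below 60% inhibition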;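 note: 0% = neutral control wells and 100% = 4 µM acridine orange control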
# Pemphigus Ab inh: human desmoglein-3 autoantibody binding inhibition; P32926; DSG3-coupled beads, scFv-anti-DSG3-GFP binding, flow cytometry; stronger effect = lower value; binding (percent of control), % at 10 µM; 310,000 compounds, 0.48% hits;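 active = binding more than 3 SD below its plate's average and above zero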;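 note: hits lower antibody fragment binding to DSG3; some compounds called inactive have numbers as strong as hits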
# Arr AP2 block: inhibitors of human beta-arrestin and AP2 interaction. 340,000 compounds, 0.31% hits. inhibition, % at 10 µM. FITC-arrestin peptide / GST-AP2 beads, flow cytometry; AP2 beta2 appendage carries R879A mutation;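 active = inhibition above a set limit, near 3 SD of compounds lacking own fluorescence, cut at about 54% in these data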;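 note: plate controls were DMSO wells for no effect and 5 µM unlabelled arrestin peptide for full effect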
#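 Assay system: GST-AP2 R879A bound to glutathione beads, E. coli-expressed; Medium: PBS with 0.05% Tween 20 and 0.1% BSA; Also added: fluorescein-tagged arrestin peptide at 50 nM final; Timing: 12 min plus 1 h, RT; Measured by: flow cytometry, FL1 (488/535 nm); Evaluation: percent drop in bead-associated FITC signal.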
# RTF Ca sens inh: cardiac RTF calcium desensitization; 340,000 compounds, 0.12% hits; inhibition, % at 7.15 µM; IANBD-labeled cardiac RTF, Ca2+ fluorescence; P19429+P45379;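 active = inhibition above the mean inhibition of all tested compounds plus 3 SD, cut at about 17% in these data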;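 note: assay run at fixed EC70 calcium of 1.6 mM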
# The depositor's hits bear a star; nt = not tested or not shown. These rows are one share of the data; rates above refer to the full screens.
SMILES,Keap1 Nrf2 FP,NSD2 HMT inh,CAL PDZ FP-1,DAGLB inhibitor,V-ATPase pH,CAL PDZ FP-2,C-LANA FP,Pemphigus Ab inh,Arr AP2 block,RTF Ca sens inh
CC(=O)c1cccc(NC(=O)CCN2C(=O)C3CC=CCC3C2=O)c1 (configuration not stated),-6,1,5,-1,-2,-2.6,-2.3,107,7,-7
COc1ccc(NC2=NC(C)(CO)CS2)cc1 (configuration not stated),0,0,-4,-2,-2,0.9,-0.2,86,14,0
c1ccc(CN(Cc2ccccc2)c2ncnc3c2nnn3Cc2ccccc2)cc1,nt,-3,nt,nt,3,nt,nt,108,10,nt
CCC(=O)NNc1ncnc2c1cnn2-c1cccc(C)c1,-3,-2,-6,0,1,-0.9,2.1,117,-10,6
COc1ccc(CCNC(=O)CCc2nnc(Cc3ccc4c(c3)OCO4)o2)cc1,0,21,-2,3,1,-1.1,-1.2,103,-1,3
COc1ccc(OCC(O)Cn2c(Nc3ccccc3)nc3c2c(=O)n(C)c(=O)n3C)cc1 (configuration not stated),2,2,2,0,3,nt,2.0,91,2,-9
CC1CC(C)(C)CC2(C1)NC(=O)N(CC(=O)N1CCN(S(=O)(=O)c3cccc(Cl)c3Cl)CC1)C2=O (configuration not stated),4,-1,nt,2,-2,0.1,-0.6,96,12,-7
CC1CCN(C(C(=O)Nc2ccc(C(C)C)cc2)c2ccc3c(c2)OCO3)CC1 (configuration not stated),-4,nt,nt,-18,3,-0.2,-0.1,106,-5,-5
COc1ccccc1Nc1ccc(NC(=O)c2cccc([N+](=O)[O-])c2C)cc1,3,5,6,15,4,-0.7,-1.5,91,4,5
COc1cccc(C(=O)OCC(=O)c2[nH]c(C)c(C(C)=O)c2C)c1,-1,-1,-2,1,0,2.1,0.3,101,5,-4
COc1ccc(CC2(CO)CCN(Cc3ccc4c(c3)CCO4)CC2)cc1,-6,0,-1,0,0,-1.3,1.4,103,9,-4
CC(C)CCNC(=O)CSc1nnc(-c2ccc(S(=O)(=O)N3CCCC3)cc2)n1C,-2,-1,3,1,2,-1.0,0.9,94,-3,-5
c1coc(CSCc2cn3cccnc3n2)c1,2,-3,-5,-1,4,-0.9,-1.4,95,3,-1
COc1cccc(NC(=O)[C@H](Cc2c[nH]c3ccccc23)NC(=O)[C@@H]2Cc3ccccc3CN2)c1,-4,-3,-9,0,6,-2.8,-0.3,64*,17,-3
Cc1nnc(SCc2c(Cl)cccc2Cl)s1,2,-1,3,-3,9,nt,1.4,114,6,-5
CC[N+]1(CC)CC2=Cc3c(ccc4ccccc34)CC2C1 (configuration not stated),-2,1,-3,0,3,1.0,-1.2,102,4,0
CC(C)CCNC(=O)Cc1c(C(=O)O)[nH]c2ccc(Cl)cc12,-6,22,-6,-3,7,-1.1,4.3,117,-6,-4
CCN(c1ccccc1)S(=O)(=O)c1ccc(Cl)c(NC(=O)CN2CCN(C)CC2)c1,-5,5,-8,-3,1,-6.5,-0.3,nt,18,-4
CC(C(=O)NCCC1=CCCCC1)c1ccc([N+](=O)[O-])cc1 (configuration not stated),-2,2,-3,-1,0,-0.7,-1.6,90,7,-4
COc1ccc(NC(=O)c2cc(S(=O)(=O)N3CCc4ccccc43)cn2C)c(OC)c1,2,nt,nt,-2,6,-0.2,0.3,100,14,-2
CCC(C)NC(=O)CSc1nnc(-c2ccc(C(C)(C)C)cc2)n1C (configuration not stated),1,0,-2,-7,-1,-3.0,0.6,91,4,-27
Cc1ccc(OCCCCN2CCCCC2)cc1,-3,-1,-9,0,-3,0.1,2.3,119,-14,-5
CCNc1nc(OCC)nc(N2CCC(Cc3ccccc3)CC2)n1,-4,-3,-4,1,-1,-3.5,-0.5,94,-4,-4
O=C1c2ccccc2C(=O)N1CCOc1ccc(F)cc1,-4,-2,-2,-4,-4,-0.6,2.2,113,1,-2
Cc1cccc(/C=N/n2c(-c3ccncc3)n[nH]c2=S)c1,0,-2,-5,2,3,-0.9,1.5,98,10,1
COc1ccc(/C=C(/NC(=O)c2ccc(Br)cc2)C(=O)Nc2cccc(C(=O)O)c2)cc1,nt,2,nt,12,-2,nt,nt,102,nt,nt
O=c1cc(CO)occ1OCc1ccccc1,-4,-2,1,-1,0,-0.1,0.1,105,22,11
S=C(NCC1CCCO1)NC12CC3CC(CC(C3)C1)C2 (configuration not stated),3,-4,-2,-2,0,-2.3,0.8,100,2,-2
O=S1(=O)CCC(NS(=O)(=O)c2cccc3cccnc23)C1 (configuration not stated),-4,3,-2,0,1,-3.1,2.2,103,10,-11
CC(C)C1NCCc2c1sc1ccccc21 (configuration not stated),-2,7,nt,1,0,-0.9,-1.2,109,9,4
CC/C(O)=C(/C#N)c1nnc2n1CCCCC2,-6,-1,3,3,5,-1.4,0.1,99,-5,-6
Cc1ccc(S(=O)(=O)c2ccsc2NC(=O)c2ccccc2)cc1,-3,-3,-4,-1,0,-1.2,-3.3,88,11,-4
COc1ccc(-c2nnc(SCC(=O)NCC3CCCO3)o2)cc1 (configuration not stated),-5,-3,-6,-2,2,-0.1,-0.5,101,-11,-5
Cc1cc2cc3c(cc2nc1SCc1ccccn1)OCCO3,2,0,-5,1,-1,-1.0,0.7,nt,-9,-25
O=C(O)CCCCCN1C(=O)/C(=C\c2ccc(-c3ccc(Cl)cc3)o2)SC1=S,-1,nt,-2,0,-1,-1.3,2.2,91,48,7
CCOc1ccccc1NC(=O)Cc1coc2cc(C)ccc12,-3,1,-5,-8,0,-0.2,0.5,108,18,-1
O=C(Nc1ccccc1)c1ccccc1NC(=O)c1ccccc1C(=O)O,nt,-3,nt,nt,1,nt,nt,103,2,nt
COc1ccccc1/C=N/N1C(=O)c2cccc3cccc(c23)C1=O,nt,3,-1,1,0,-1.0,nt,nt,9,-12
Cc1ccc(NC(=O)c2nc[nH]c2C(=O)NCCCCCNC(=O)OC(C)(C)C)cc1,-1,nt,2,1,3,-0.6,-1.5,107,9,3
COc1ccc(OC(C)C(=O)Nc2ccccc2F)cc1 (configuration not stated),-2,-4,-1,-3,1,-0.5,0.5,106,5,-7
Cn1c(=O)c2ncn(CC(=O)O)c2n(C)c1=O,0,0,-6,-1,2,0.6,1.6,95,10,-8
COC(=O)c1ccc(/C=N/N2CCN(Cc3ccccc3)CC2)cc1,5,52*,-4,-9,-4,-0.7,-0.1,99,-5,-7
N=c1ccn(Cc2ccc(Cl)c(Cl)c2)cc1,4,2,-5,0,-2,-1.1,0.5,nt,8,5
CCCCCn1c(C)c2c(OCC)cccc(=O)c2c1C,-1,2,2,3,4,-1.5,0.4,88,15,-16
CC(Oc1ccc(C#N)cc1)C(=O)N1CC=C(c2ccccc2)CC1 (configuration not stated),-5,-1,-3,-1,-1,0.0,1.7,114,24,3
Cc1cc(C(F)F)n2ncc(C(=O)N3CCc4ccccc4C3)c2n1,-1,-2,4,-4,-2,nt,3.1,nt,-11,-1
COc1ccc(CNC(=O)COC(=O)c2ccc(F)c(S(=O)(=O)N3CCCCC3)c2)cc1OC,0,0,-2,-1,-2,-1.3,0.8,89,-5,7
O=c1c2ccccc2oc2ncccc12,-1,-1,-5,-3,1,-0.3,-1.8,104,0,-9
Nc1cc(Cl)ccc1C(=O)OCC(=O)NC1CCCCCCC1,-3,1,-2,-2,-4,-0.9,-1.3,99,14,0
CN1CCN(c2ccc(CNS(=O)(=O)Cc3cccc(C(F)(F)F)c3)cc2)CC1,nt,4,nt,nt,-6,nt,nt,106,-13,nt

# The results go on.
SMILES,Keap1 Nrf2 FP,NSD2 HMT inh,CAL PDZ FP-1,DAGLB inhibitor,V-ATPase pH,CAL PDZ FP-2,C-LANA FP,Pemphigus Ab inh,Arr AP2 block,RTF Ca sens inh
CC1(C)C(c2cccs2)=[N+]([O-])C2(CCCCC/C2=N\NC(N)=O)N1O (configuration not stated),0,10,-2,1,1,1.1,0.2,103,27,4
COc1ccccc1-c1nc(S(=O)(=O)c2ccccc2)c(N2CCCCC2)o1,-63,-2,-2,-2,2,-0.4,-1.0,110,2,-10
CCOc1ccccc1NC(=O)C(c1ccccc1)N1CCN(C(=O)c2ccco2)CC1 (configuration not stated),-4,0,-4,-4,-3,-1.8,-1.9,nt,-2,0
CN(CC(=O)Nc1cc(Cl)ccc1-n1cncn1)Cc1ccccc1N1CCOCC1,nt,-3,nt,-1,-3,nt,nt,98,nt,nt
CN(Cc1ccon1)C(=O)CC1C(=O)NCCN1Cc1ccc(Cl)c(F)c1 (configuration not stated),-5,3,-2,0,1,-3.6,3.2,102,-19,-4
CCOC(=O)c1c(C)[nH]c(C=Nc2ccc(OC)cc2)c1O,-3,5,8,-3,-2,0.5,0.8,nt,-10,-5
Cc1ccnc(NC(=O)c2cc3c(=O)oc4ccc(C)cc4c3s2)c1,-9,0,0,0,3,-0.7,-0.5,93,3,1
O=C(CSc1ccccn1)C12CC3CC(CC(C3)C1)C2,-4,10,-3,-12,-9,nt,1.0,97,-7,6
CCOC(=O)Cn1ncn(-c2ccc(OC(F)(F)F)cc2)c1=O,5,-3,-3,0,0,nt,2.9,82,-27,1
Cc1ccc2nc(SCc3nc4ccccc4c(=O)[nH]3)[nH]c2c1,0,3,-1,-1,-3,-1.1,1.9,101,21,-3
COc1ccc(C(=O)Nn2c(SCC(=O)NC3CCCC3)nc3ccccc3c2=O)cc1,-1,1,-1,-1,2,-0.4,0.5,98,7,-8
COc1cc(NC(=S)NC(=O)c2ccc(C)cc2C)ccc1NC(=O)c1cccs1,-4,-4,-1,-2,-5,0.7,0.4,94,-7,-8
C[C@H](NC(=O)C1CCC(CNC(=O)[C@@H]2CCCN2C(=O)OC(C)(C)C)CC1)C(=O)O (some centres not stated),-1,-2,-3,2,2,-0.1,0.9,101,-6,-9
Cc1cccc(NC(=O)NNC(=O)c2ccc3ccccc3c2)c1,-2,0,-3,-3,2,-2.8,0.5,nt,-3,1
CN(CCC1CCCCO1)C(=O)CCc1nnc(CCCCc2ccccc2)o1 (configuration not stated),-4,-4,-3,2,-1,-3.5,-0.3,101,21,-17

# Entries of single compounds as entered above.
# CCN(c1ccccc1)S(=O)(=O)c1ccc(Cl)c(NC(=O)CN2CCN(C)CC2)c1 reads Keap1 Nrf2 FP: -5; NSD2 HMT inh: 5; CAL PDZ FP-1: -8; DAGLB inhibitor: -3; V-ATPase pH: 1; CAL PDZ FP-2: -6.5; C-LANA FP: -0.3; Pemphigus Ab inh: nt; Arr AP2 block: 18; RTF Ca sens inh: -4
# COc1ccc(-c2nnc(SCC(=O)NCC3CCCO3)o2)cc1 (configuration not stated) reads Keap1 Nrf2 FP: -5; NSD2 HMT inh: -3; CAL PDZ FP-1: -6; DAGLB inhibitor: -2; V-ATPase pH: 2; CAL PDZ FP-2: -0.1; C-LANA FP: -0.5; Pemphigus Ab inh: 101; Arr AP2 block: -11; RTF Ca sens inh: -5
